GIRK2 activator = activators of NPY4-receptor-primed GIRK2 channels, summary, cell-based, HEK293, thallium flux; HEK293 GIRK2/NPY4 cells, thallium flux fluorescence; activation (% efficacy), % for hits at 37.5 µM; AID 1259324, 2017; 34,000 tested, under 10 active;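 active = primary screen hit, no activity in plain HEK293 cells, and in GIRK2-only cells above 5% efficacy rising with concentration; inactive = the rest, including fluorescent compounds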;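 also: efficacy is normalized control-subtracted fluorescence 15 s after thallium addition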
Target sequence (P48051 whole entry, looked up): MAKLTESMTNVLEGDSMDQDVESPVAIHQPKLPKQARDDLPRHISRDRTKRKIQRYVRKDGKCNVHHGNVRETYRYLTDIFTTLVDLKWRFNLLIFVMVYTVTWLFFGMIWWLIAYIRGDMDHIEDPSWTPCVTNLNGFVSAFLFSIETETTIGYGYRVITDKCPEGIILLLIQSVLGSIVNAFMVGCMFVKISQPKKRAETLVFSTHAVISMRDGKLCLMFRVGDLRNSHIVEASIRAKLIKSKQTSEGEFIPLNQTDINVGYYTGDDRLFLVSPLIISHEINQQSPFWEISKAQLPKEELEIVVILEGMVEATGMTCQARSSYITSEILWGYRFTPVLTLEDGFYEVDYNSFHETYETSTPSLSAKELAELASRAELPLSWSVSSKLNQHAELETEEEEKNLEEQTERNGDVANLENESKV
Calls only; i = inactive. An excerpt; rates above refer to the full screens.

canonical_smiles	GIRK2 activator
O=C(NCc1cccc2ccccc12)NCC1CCN(c2ccccn2)CC1	i
COC(=O)c1ccc(C(=O)Nc2nnc(-c3cc(C)n(C)n3)o2)cc1	i
CCn1nnc2c(NCc3cccc(OC)c3)ncnc21	i
CSc1ccccc1CN1CCC(CNC(=O)C(=O)Nc2cccnc2)CC1	i
CC(C)C(=O)N1CCCc2ccc(NC(=O)C(=O)NCCC3=CCCCC3)cc21	i
O=C(NCC1CCN(C(=O)c2ccccc2F)CC1)c1cc(Br)ccc1Cl	i
COC(=O)c1ccc(-c2cc(C(=O)O)c3[nH]c(C)nc3n2)cc1	i
CCOc1c(C)cc(S(=O)(=O)NCC(c2cccn2C)N(C)C)cc1C (stereo not drawn)	i
Cn1cccc1C(CNC(=O)C(=O)Nc1ccc(F)c(Cl)c1)N1CCOCC1 (stereo not drawn)	i
Cc1nc(-c2cccs2)c(CCC(=O)Nc2ccccc2C(C)C)s1	i
O=C(NCc1n[nH]c(=O)c2ccccc12)C1CC(=O)N(c2ccccc2)C1 (stereo not drawn)	i
O=C(c1cnc2ccccc2n1)N1CCN(Cc2nc(-c3ccc(F)cc3)cs2)CC1	i
COc1ccccc1N1CCN(S(=O)(=O)c2cccc(S(C)(=O)=O)c2)CC1	i
COc1ccc(NC(=O)c2ccc(=O)n(Cc3cccc(C(F)(F)F)c3)c2)c(OC)c1	i
CC(=O)N1CC(C(=O)N2c3ccc(F)cc3CCC2C)C1 (stereo not drawn)	i

3 compounds out of the list, sorted by SMILES length, ascending:
canonical_smiles	GIRK2 activator
CC(=O)N1CC(C(=O)N2c3ccc(F)cc3CCC2C)C1 (stereo not drawn)	i
CCOc1c(C)cc(S(=O)(=O)NCC(c2cccn2C)N(C)C)cc1C (stereo not drawn)	i
Cn1cccc1C(CNC(=O)C(=O)Nc1ccc(F)c(Cl)c1)N1CCOCC1 (stereo not drawn)	i

(listing goes on)
canonical_smiles	GIRK2 activator
Cc1ccc(S(=O)(=O)Nc2nc(CCC(=O)Nc3ccccc3C(N)=O)cs2)cc1	i
Cc1c(C)n2c3c(=O)n(CCCO)c(=O)n(C)c3nc2n1C(C)C	i
COc1ccc(OC)c(NC(=O)CSc2ncc(-c3cccc(Cl)c3)o2)c1	i
CC(C)NC(=O)CSc1nnnn1-c1ccccc1F	i
Fc1ccc(-c2noc(Cc3nc(-c4ccc5c(c4)OCO5)cs3)n2)cc1	i
CCCNC(=O)Cn1nc2c(c1NC(=O)c1ccc([N+](=O)[O-])o1)CSC2	i
Cc1ccc(-c2ccc(=O)n(CC(=O)Nc3ccc4c(c3)OCO4)n2)c(C)c1	i
CCOc1ccc(CC(=O)N2CCN(c3ccc(-c4ccc5c(c4)OCO5)nn3)CC2)cc1	i
CC(=O)c1c(N(C)CCO)nc2ccc(Cl)cc2c1-c1ccccc1	i
CC(=O)N1CCc2ccc(NC(=O)Nc3ccccc3F)cc21	i
O=C(Nc1ccc(SCC(=O)N2CCOCC2)nn1)c1cccs1	i
Cc1ccc(NC(=O)NCC2CCN(C(=O)NC(C)(C)C)CC2)cc1C	i
CC1CS(=O)(=O)N(c2cccc(C(=O)Nc3ccc(C(C)(C)C)cc3)c2)C1=O (stereo not drawn)	i
Cn1c(=O)c(C(=O)NCc2ccc3c(c2)OCO3)cc2cccnc21	i
COC(=O)c1cc(OC)c(OC)cc1N/C=C(/C#N)C(=O)Nc1ccc(F)cc1	i
CCCc1nnsc1C(=O)Nc1ccc2c(c1)CN(C(=O)c1ccco1)CC2	i
Cc1ccc(S(=O)(=O)N(CC(O)CN2CCNCC2)c2ccc(F)cc2)cc1 (stereo not drawn)	i
CC1Cc2ccccc2N1C(=O)Cc1cc(-c2ccco2)on1 (stereo not drawn)	i
Cc1ccc(OCCCC(=O)Nc2ccccc2C(N)=O)c(C)c1	i
O=C(Cn1cccn1)N1CCN(c2ccc(C(F)(F)F)cn2)CC1	i
COc1ccccc1NC(=O)N1CCC(CNC(=O)C(=O)Nc2cccnc2)CC1	i
O=S(=O)(c1ccc(Cl)c(Cl)c1)N1CCN(c2ccc3nncn3n2)CC1	i
CCOC(=O)CCC(=O)N1CCC(c2nnc(-c3ccc(F)cc3)o2)CC1	i
O=C(NCc1ccccc1)N1CCN(c2ccc(-c3ccco3)nn2)CC1	i
CCOc1ccc2ncc(C#N)c(NCc3ccc(OC)c(OC)c3)c2c1	i
O=S(=O)(NCCNc1ccc(Nc2ccncc2)nn1)c1ccccc1C(F)(F)F	i
COc1ccc(Nc2ncnc3c2oc2ccccc23)c(OC)c1	i
CCc1ccc(OCCS(=O)(=O)Nc2cc(NC(C)=O)ccc2OC)cc1	i
CCOC(=O)N1CCN(C(c2ccc(F)c(F)c2)c2sc3nc(CC)nn3c2O)CC1 (stereo not drawn)	i
Cc1ccc(C(CNC(=O)c2ccc([N+](=O)[O-])c(C)c2)N(C)C)cc1 (stereo not drawn)	i

A portion from further up, as a working copy:
canonical_smiles	GIRK2 activator
CCCc1nnsc1C(=O)Nc1ccc2c(c1)CN(C(=O)c1ccco1)CC2	i
Cc1ccc(S(=O)(=O)N(CC(O)CN2CCNCC2)c2ccc(F)cc2)cc1 (stereo not drawn)	i
CC1Cc2ccccc2N1C(=O)Cc1cc(-c2ccco2)on1 (stereo not drawn)	i
Cc1ccc(OCCCC(=O)Nc2ccccc2C(N)=O)c(C)c1	i
O=C(Cn1cccn1)N1CCN(c2ccc(C(F)(F)F)cn2)CC1	i
COc1ccccc1NC(=O)N1CCC(CNC(=O)C(=O)Nc2cccnc2)CC1	i

(more compounds)
canonical_smiles	GIRK2 activator
CCOc1ccc(NC(=O)CSc2nccn3nc(-c4ccccc4)cc23)cc1	i
COCCn1c(N)c(S(=O)(=O)c2cccc(Cl)c2)c2nc3ccccc3nc21	i
Cc1ccc(Cn2c(CO)cnc2SCC(=O)Nc2ccc([N+](=O)[O-])cc2)cc1	i
CCOc1ccc2ccccc2c1C(=O)Nc1ccc(N2CCCC2=O)cc1	i
O=C(Cc1cccs1)N1CCOC(c2ccccc2)C1 (stereo not drawn)	i
Cc1ccc(OCC(O)CN2CCCC(C)C2)c(C)c1 (stereo not drawn)	i
O=C(NCC1CCN(C(=O)c2ccccc2F)CC1)c1ccc2c(c1)OCO2	i
O=C(Cn1ccc2ccn(Cc3ccccc3)c2c1=O)NCc1ccccc1Cl	i
O=C(Nc1nc2ccc3ccccc3c2s1)C1CCN(S(=O)(=O)c2cccs2)CC1	i

Random excerpt: 5 entries already listed, in no set order.
canonical_smiles	GIRK2 activator
Cc1ccc(S(=O)(=O)Nc2nc(CCC(=O)Nc3ccccc3C(N)=O)cs2)cc1	i
O=C(Nc1ccc(SCC(=O)N2CCOCC2)nn1)c1cccs1	i
CCOC(=O)CCC(=O)N1CCC(c2nnc(-c3ccc(F)cc3)o2)CC1	i
CCc1ccc(OCCS(=O)(=O)Nc2cc(NC(C)=O)ccc2OC)cc1	i
COCCn1c(N)c(S(=O)(=O)c2cccc(Cl)c2)c2nc3ccccc3nc21	i

Shown field by field: entries from further up
CCOc1ccc2ccccc2c1C(=O)Nc1ccc(N2CCCC2=O)cc1
  GIRK2 activator: i
O=C(Cc1cccs1)N1CCOC(c2ccccc2)C1 (stereo not drawn)
  GIRK2 activator: i
Cc1ccc(OCC(O)CN2CCCC(C)C2)c(C)c1 (stereo not drawn)
  GIRK2 activator: i
O=C(NCC1CCN(C(=O)c2ccccc2F)CC1)c1ccc2c(c1)OCO2
  GIRK2 activator: i

High-throughput results: PubChem BioAssay, Vanderbilt University
